Assay outcomes from PubChem.
CHO-K1 Ca antag: counter-screen for M1 antagonists: effect in parental CHO-K1 cells; 360,000 tested, 0.6% active; inhibition, % at 3 µM; ATP-induced calcium, Fluo-8 fluorescence;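 active means inhibition above a per-plate cutoff, the plate's mean sample inhibition plus 3 SD, cut at about 24% in these data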;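 further: 0% = DMSO plus EC80 ATP and 100% = DMSO alone without ATP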
TAAR1 ag: human TAAR1 agonists, primary screen, Fluo-8 calcium fluorescence, CHO RD-HGA16 cells. Trace amine-associated receptor 1 (Homo sapiens), Q96RJ0. vehicle wells 0%, saturating PEA agonist 100%. activation, % at 3 µM. 360,000 tested, 0.99% active. AID 624467, 2012;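 active means activation above the mean activation of all test compounds in the run plus 3 SD, cut at about 38% in these data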
Target sequence (Q96RJ0 whole entry, looked up): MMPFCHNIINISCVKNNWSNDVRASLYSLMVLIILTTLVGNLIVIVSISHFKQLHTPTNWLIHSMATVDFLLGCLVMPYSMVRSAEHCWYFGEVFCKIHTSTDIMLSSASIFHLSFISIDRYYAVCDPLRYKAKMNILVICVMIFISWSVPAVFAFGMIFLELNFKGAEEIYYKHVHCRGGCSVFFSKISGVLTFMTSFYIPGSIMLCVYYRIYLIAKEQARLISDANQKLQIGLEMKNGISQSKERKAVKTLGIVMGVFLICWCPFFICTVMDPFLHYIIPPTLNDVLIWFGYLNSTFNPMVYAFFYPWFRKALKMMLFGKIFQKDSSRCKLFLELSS
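Benchmarks: low control DMSO, high control PEA (EC100); System: CHO RD-HGA16 cells carrying human TAAR1 plus Gα16; Detection: Fluo-8 fluorescence, 5 s baseline then 140 s kinetic read; Schedule: 17-24 h plating, Fluo-8 75 min 37 °C, 30 min RT; Read-out basis: % activation from peak over basal fluorescence ratio, DMSO-to-PEA scaled.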
M1 PAM: human M1 muscarinic receptor positive allosteric modulators, primary screen, CHO-K1 cells, Fluo-8 calcium fluorescence, 1536-well; Muscarinic acetylcholine receptor M1 (Homo sapiens), P11229; CHO-K1 hM1, ACh EC20; 0% = ACh EC20, 100% = maximal ACh; activation, % at 3 µM; 360,000 tested, 0.088% active; AID 588819, 2011; in the data active means activation above about 19%, passing the limit was not always enough
Target sequence (P11229 whole entry, looked up): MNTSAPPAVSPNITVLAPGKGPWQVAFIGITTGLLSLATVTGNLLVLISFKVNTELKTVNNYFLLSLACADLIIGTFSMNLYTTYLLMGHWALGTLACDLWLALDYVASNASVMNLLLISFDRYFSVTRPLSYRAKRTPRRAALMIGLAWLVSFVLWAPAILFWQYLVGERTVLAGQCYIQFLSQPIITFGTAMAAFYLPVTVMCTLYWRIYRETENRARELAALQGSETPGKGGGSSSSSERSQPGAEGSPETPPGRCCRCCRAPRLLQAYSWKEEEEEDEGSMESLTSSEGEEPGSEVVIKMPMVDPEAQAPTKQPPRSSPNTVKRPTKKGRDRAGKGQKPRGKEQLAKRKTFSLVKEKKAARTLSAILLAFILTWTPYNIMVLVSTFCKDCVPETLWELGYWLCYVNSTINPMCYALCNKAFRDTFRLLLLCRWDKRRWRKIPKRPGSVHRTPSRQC
CHO parental Ca: ATP-evoked calcium signal inhibitors, parental CHO, primary screen, counter-screen for OX1R antagonist project, cell-based, fluorescence, Fluo-8 calcium dye; inhibition, % at 5.6 µM; 330,000 tested, 0.63% active; parental CHO-K1, ATP-induced calcium, Fluo-8 fluorescence;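 active means inhibition above that plate's mean sample inhibition plus 3 SD, cut at about 26% in these data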;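 further: 0% = ATP-challenged DMSO wells and 100% = DMSO wells without ATP; some compounds past the cut are filed as inactive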
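Test system: parental CHO cells; detection: calcium-sensitive Fluo-8 fluorescence; evaluation: percent inhibition of calcium signal; also added: ATP as calcium-mobilizing challenge; repeats: one well per compound; control set: ATP-challenged DMSO wells low, unchallenged DMSO wells high; compound: single nominal dose of 5.6 µM per compound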
CHRM1 antagonist: human M1 muscarinic receptor antagonists, primary screen, CHO-K1 cells, Fluo-8 calcium fluorescence, 1536-well | CHO-K1 hM1, ACh EC80 antagonist | inhibition, % at 3 µM | 360,000 tested, 1.3% active;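 active means percent inhibition above its own plate's cutoff, namely the mean of that plate's compound wells plus 3 SD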;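 further: peak over basal fluorescence ratio during 140 s after agonist addition; 0% = ACh EC80 plus DMSO and 100% = DMSO alone without agonist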
M1 ag parental: counter-screen for M1 agonists: effect in parental CHO-K1 cells | Fluo-8 calcium fluorescence; scaled to maximal ATP response, vehicle zero | activation, % at 3 µM | 360,000 tested, 0.48% active; in the data active means activation above about 15%;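 further: untransfected CHO-K1 host cells lacking M1 receptor as counterscreen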
M1 PAM parental: nonselective calcium activators in parental CHO-K1 cells, primary screen, counter-screen for M1 PAM project, cell-based, Fluo-8 calcium fluorescence, full deck, 1536-well; ATP EC20; 0% at ATP EC20, 100% at ATP max; activation, % at 3 µM; 360,000 tested, 0.02% active; AID 602247, 2012;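 active means activation above the run cutoff, the mean activation of all test compounds plus 3 SD, cut at about 40% in these data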;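 further: peak over basal fluorescence ratio in a 140 s read after ATP addition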
TAAR1 antag: human TAAR1 antagonists, primary screen, Fluo-8 calcium fluorescence, CHO RD-HGA16 cells | Trace amine-associated receptor 1 (Homo sapiens), Q96RJ0 | antagonist | inhibition, % at 3 µM | 360,000 tested, 1.5% active | AID 624466, 2012;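 active means inhibition above a per-plate cutoff, the mean inhibition of test compounds on that plate plus 3 SD, cut at about 49% in these data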;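 further: 0% = DMSO plus EC80 beta-PEA response and 100% = DMSO alone without agonist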
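System: RD-HGA16 CHO cells with stable hTAAR1 and Gα16 | Probe or stimulus: EC80 β-phenethylamine stimulus | Dosing: 3 µM, single point | Times: Dye loading 75 min at 37 °C, then 30 min room temperature | Measured by: Fluo-8 calcium-sensitive fluorescence | Read-out basis: % inhibition of agonist calcium response | Replicates: n of 1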
M1 ag: human M1 muscarinic receptor agonists, primary screen, Fluo-8 calcium fluorescence, CHO-K1 cells, HTS; CHO-K1 hM1, agonist mode; 0% DMSO, 100% acetylcholine EC100; Muscarinic acetylcholine receptor M1 (Homo sapiens), P11229; activation, % at 3 µM; 360,000 tested, 0.33% active;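 active means activation above the run's mean compound activation plus 3 SD, cut at about 16% in these data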;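 further: peak over basal fluorescence ratio within a 140 s kinetic read after compound addition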
* marks the source's active call; other numbers are inactive results; x = not tested or not shown.

Value order – CHRM1 antagonist	M1 ag parental	M1 ag	TAAR1 antag	TAAR1 ag	CHO-K1 Ca antag	M1 PAM	CHO parental Ca	M1 PAM parental
> CCNC(=O)CSc1nc2cc(S(=O)(=O)Nc3ccc(OC)cc3)ccc2o1
  3	7.3	3	5	7	-3	-2	-7	-19
> COc1ccc(CN2C(=O)C(CC(=O)NCc3cccs3)CC(C(=O)N(C)C)=C2C)cc1 (stereo not given)
  -13	-0.9	-7	4	-1	-3	4	x	7
> COc1ccc(OC)c(CCNC(=O)Cn2ccc3cc(S(=O)(=O)N4CCCC4)ccc32)c1
  -2	5.2	-3	-10	3	-5	3	-6	8
> COC(=O)[C@@H]1CCCN1Cc1nc(Cc2ccccc2F)no1
  1	0.4	-7	1	9	5	8	15	6
> COc1nc(N/N=C/c2ccc(-c3ccccc3[N+](=O)[O-])o2)nc(N2CCOCC2)n1
  7	4.7	0	64*	16	7	-12	-7	3
> CC(C)N1C(=O)S/C(=C/c2cccnc2)C1=O
  -8	1.3	-3	0	13	-13	3	5	27
> C(=N\Nc1nc2ccccc2[nH]1)/c1c[nH]c2ccccc12
  -4	2.5	-10	14	14	3	-2	-1	4
> CCn1c(CCl)nc2cc(S(=O)(=O)N3CCOCC3)ccc21
  -11	0.5	-2	-10	1	-17	5	-4	5
> Cn1cnnc1SCC(=O)n1c2ccccc2c2ccccc21
  -42	1.5	-3	-10	16	-12	11	-23	21
> COc1ccc2nc(NC(=O)CN3CCOCC3)sc2c1
  10	-0.2	-2	-3	9	26*	-12	-4	-7
> O=C(Cc1ccc([N+](=O)[O-])cc1)N1CCN=C1SCc1ccccc1
  -8	0.9	-5	12	37	-8	7	-7	20
> N#Cc1cc(O)c(-n2nnc3ccccc32)cc1C#N
  -2	1.2	-4	-4	11	-9	2	-3	10
> O=C(CCCCCn1c(=S)[nH]c2cc3c(cc2c1=O)OCO3)N1CCN(C(=O)c2ccco2)CC1
  2	2.4	-4	15	6	1	-1	-5	11
> C/C(CCc1ccco1)=N\NC(=O)CNc1cccc2ccccc12
  2	-0.2	-5	5	6	-4	4	-6	7
> CC1=NN(C(=O)c2ccc(Cn3cc(Br)c([N+](=O)[O-])n3)o2)C(O)(C(F)(F)F)C1 (stereo not given)
  0	0.5	-7	-12	1	2	-10	-13	0
> O=C1Oc2ccccc2C(=O)/C1=C/c1ccccc1O
  -8	1.1	-6	4	0	-3	10	0	16
> C[C@@H]1CN([C@H](C)CO)C(=O)c2cc(NC(=O)Nc3ccc4c(c3)OCO4)ccc2O[C@H]1CN(C)Cc1ccncc1
  -15	0.5	-10	5	5	-4	6	-8	15
> CCOC(=O)C1CCCN(C(=O)c2ccc3nc(-c4ccc(OC)c(OC)c4)c(-c4ccc(OC)c(OC)c4)nc3c2)C1 (stereo not given)
  3	1.5	-1	24	1	-15	1	-12	5
> COC1(OC)C(/C=C/c2ccc(C)cc2)C(C#N)(C#N)C1(OC)OC (stereo not given)
  -2	0.7	-1	-12	7	8	9	-8	-2
> Cc1ccc(NC(=O)Cc2nnc(N)s2)cc1
  -17	0.3	2	-11	0	3	14	-8	4
> CCOC(=O)CN1C(c2ccc(O)cc2)Nc2ccc(Br)cc2C1c1ccccc1 (stereo not given)
  -1	-0.2	-8	-15	-1	15	-6	-15	-13
> CN1CCN(C(=O)/C(=C/c2cn(S(=O)(=O)N(C)C)c3ccccc23)NC(=O)c2ccccc2Cl)CC1
  -12	0.8	-4	-18	3	-13	5	-24	11
> O=C(Cn1nnc2ccccc21)NNC(=O)c1ccccc1
  -15	1.1	-3	-34	1	-14	-1	9	20
> COc1ccc(C)cc1NC(=O)NCc1ccc(F)cc1
  -1	-0.1	-5	-4	3	-3	12	-14	14
> C=CC[n+]1c(-c2ccccc2)csc1NC(C)(C)C
  18	0.3	-16	-3	11	3	-33	-12	7
> CCC1CN(C(=O)N2CCC(C(=O)Nc3ccccc3OC)CC2)c2ccccc2O1 (stereo not given)
  25	7.7	2	61*	14	-3	-12	-21	22
> Cc1c(C)n(Cc2ccccc2)c2ncnc(Cl)c12
  35*	9.4	-1	0	6	19	-19	26	-25
> Cc1cc(C)nc(SCC(=O)Nc2ccc(Br)cn2)n1
  -22	0.4	-3	4	13	-1	3	-6	11
> Cc1[nH]c2ccc(C(=O)NCCCN3CCN(C)CC3)cc2c1C
  -11	0.1	-5	-35	4	-10	7	-7	11
> COc1ccc(-c2ccc(CCC(=O)O)o2)cc1
  7	-0.5	-4	6	0	0	0	2	-3
> O=S(=O)(c1ccc(F)c2ccccc12)N1CCCCC1
  -17	-0.6	-5	-2	11	-4	-5	-23	13
> CN(CC(=O)Nc1ccc(Cl)c(C(F)(F)F)c1)C(=O)C1CC(=O)N(c2ccc3c(c2)OCCO3)C1 (stereo not given)
  -14	6.2	-3	30	31	-11	3	x	27
> CCOc1ccc(CCNC(=O)Cn2nc(C)c3c(C)n(-c4ccccc4)nc3c2=O)cc1OCC
  -18	-0.5	-6	-7	-4	-9	8	-25	19
> CC(C)N1CSC(=S)N(Cc2ccccc2)C1
  -5	-0.2	-2	-9	1	9	5	2	-7
> CC(C)[C@H](NC(=O)[C@@H]1Cc2c([nH]c3ccccc23)C2c3ccccc3C(=O)N21)C(=O)N1CCC[C@@H]1C(=O)O (stereo not given in full)
  3	0.2	0	-8	0	2	-1	-3	10
> CCc1ccc(C(=O)CN2C(=O)C(C)N(c3ccc(C)cc3)C2=O)cc1 (stereo not given)
  -2	-0.1	-7	-1	-1	9	2	-19	-1
> Cc1ccc(S(=O)(=O)CCC(=O)OCC(=O)N(C)Cc2ccccc2)cc1
  -13	-0.4	-3	-21	1	11	5	x	14
> COc1cc2c(cc1NC(=O)CSc1nnnn1-c1ccccc1)oc1ccccc12
  -4	0.0	-2	0	5	-16	1	-15	16
> CCOc1cc(N2CCOCC2)c(OCC)cc1NC(=O)c1ccc(S(=O)(=O)N2CC(C)OC(C)C2)cc1 (stereo not given)
  -5	-0.4	-4	7	-1	-8	11	x	0
> CC(C)(C)NC(=O)C1Cc2ccccc2CN1C(=O)Nc1ccccc1Cl (stereo not given)
  -6	0.2	-5	21	5	-4	3	-20	12
> COc1ccc(C(=O)OCC(=O)NCCN2C(=O)CSC2=O)cc1[N+](=O)[O-]
  -15	1.0	-5	-27	2	-10	12	-14	19
> CCOC(=O)C1=CCN(S(=O)(=O)c2ccccc2)C1c1ccccc1 (stereo not given)
  -1	2.0	-10	-12	1	11	5	x	16
> Cc1ccc(S(=O)(=O)Nc2ccc3c(c2)C(=O)N([C@H](C)CO)C[C@H](C)[C@H](CN(C)C(=O)Nc2cccc4ccccc24)OCCCC[C@@H](C)O3)cc1
  -6	0.4	-9	-5	4	-4	-9	x	7
> Cc1ccc(N2C(=O)C3C4CC(=O)C(c5ccccc54)C3C2=O)cc1C (stereo not given)
  -11	-0.3	-7	-24	0	-19	10	-16	27
> Cc1cc(NC(=O)CSc2nc3c(C)cccc3cc2C#N)no1
  -16	-0.4	2	-11	0	-3	20	-4	12
> Cc1cc(/C=C2\Cc3ccccc3C2=O)c(C)n1-c1ccccc1
  -3	1.1	-1	0	1	15	0	-14	-12
> CC(C)(C)c1oc(C(=O)O)cc1CN1CCOCC1
  9	0.3	-2	-13	0	-4	-1	5	11
> CC[C@]12c3[nH]c4ccc(Cl)cc4c3CCN1C(=O)[C@@H](CC(=O)NCc1ccc(OC)c(OC)c1)C[C@@H]2C(=O)N1CCN(C(=O)C2CC2)CC1
  10	0.0	-12	-12	0	-12	-8	-22	6
> COc1cc2nc(Cl)nc(N3CCOCC3)c2cc1OC
  -2	0.4	-8	3	4	-13	9	2	15
> CCCCCc1nnc(NC(=O)c2ccc(=O)n(C)n2)s1
  -8	1.8	-3	-16	1	-11	6	-7	16
> Cc1ccc(C)c(S(=O)(=O)N2CCCC2CNC(=O)C(=O)NCCc2ccccc2)c1 (stereo not given)
  31*	10	0	69*	20	9	-12	-22	8
> Cc1nn(C)cc1/C=C(/C#N)C(N)=O
  6	0.1	-7	9	-1	-10	2	2	-8
> CC(=O)C1=CCC(c2ccc(Cl)cc2)N(S(=O)(=O)c2ccccc2C)C1 (stereo not given)
  5	1.1	-6	1	3	17	-1	x	-7
> Cc1ccc(-c2nc(C)sc2CC(=O)Nc2cccc(C)c2C)cc1
  -7	0.1	-6	-18	3	-8	9	-20	10
> CCCCCCSc1cc(-c2nc3cnccn3c2NCc2ccccc2)ccc1OC
  6	1.2	-3	x	x	-15	4	-10	17
> Nc1cc(=O)[nH]c(SCC(=O)Nc2ccc(Br)cc2)n1
  -12	-0.1	-4	6	-2	-8	8	3	9
> COc1ccc(C)c2sc(N(CCN(C)C)C(=O)c3cccc(N4C(=O)CCC4=O)c3)nc12
  -9	0.4	-6	1	1	6	-2	4	-12
> O=C(CN1CCOCC1)N1CCc2ccccc2C(c2ccccc2)C1 (stereo not given)
  -10	0.7	-4	14	5	-14	10	0	17
> CN(C(=O)Cc1noc2ccccc12)c1ccccc1
  1	0.6	-6	-2	3	-12	-2	-5	1
> O=C(Cc1ccc(Cl)cc1)NNC(=S)NC(=O)c1cccnc1
  5	-0.1	-5	-26	2	3	-4	7	-13

Going on with the list.
Value order – CHRM1 antagonist	M1 ag parental	M1 ag	TAAR1 antag	TAAR1 ag	CHO-K1 Ca antag	M1 PAM	CHO parental Ca	M1 PAM parental
> Cc1ccc(NC(=O)CSc2nnc(C3CC3)n2N)cc1S(=O)(=O)N1CCOCC1
  -10	0.5	-5	-23	1	-7	10	-5	9
> CCCn1c(N)c(N(CCOC)C(=O)c2cc(C)cc(C)c2)c(=O)[nH]c1=O
  0	-0.1	-1	0	0	-8	2	-9	0
> COc1ccc(C(=O)COC(=O)CCNS(=O)(=O)c2ccccc2)c(OC)c1
  -3	3.4	-1	10	2	-9	4	-13	-2
> Cn1c(-c2cccc(F)c2)nc2c1c(=O)[nH]c(=O)n2Cc1ccccc1
  -12	0.9	-1	-8	-1	-19	13	-1	7
